# Vif-APOBEC3G blk = qHTS for Inhibitors of Vif-A3G Interactions: qHTS | actives 0.076% (n = 410,000) | AID 602310, 2012 | HeLa A3G-eYFP + Vif (tagged APOBEC3G with the HIV-1 protein that degrades it), YFP fluorescence, overnight | DNA dC->dU-editing enzyme APOBEC-3G (Homo sapiens), Q9HC16 | Potency, µM (top dose mostly 46.1 µM), without a hit: at the top dose activity, negative = active, usual class: inhibitors;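 further: potency means the concentration at half of the fitted maximal effect; on the % scale 0 is the no-effect control and ±100 the full control effect; nearly all actives have a fitted effect of over 60% in size; hits raise eYFP signal because A3G escapes Vif-driven loss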
#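 HeLa cells stably expressing Vif and C-terminally eYFP-tagged A3G, seeded overnight at 37 deg C, then exposed to compound by pintool overnight at 37 deg C. Rise in yellow fluorescence (Ex 488/Em 500-530, Acumen) marks blocked Vif-driven A3G degradation.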
# RXFP1 agonist = qHTS Assay for Agonists of the Relaxin Receptor RXFP1; Relaxin receptor 1 (Homo sapiens), Q9HBX9; HEK293T-RXFP1 cAMP TR-FRET, 30 min; response scale: percent of porcine relaxin response, buffer zero; Potency, µM (highest dose often 57.5 µM), for inactives: at the top dose activation, usual class: activators; actives 0.3% (n = 370,000); AID 2676, 2010; further: potency means the concentration at half of the fitted maximal effect; on the % scale 0 is the no-effect control and ±100 the full control effect; nearly all actives have a fitted effect of over 60% in size; many of its hits are not listed in these tables
# Target sequence (Q9HBX9 whole entry, looked up): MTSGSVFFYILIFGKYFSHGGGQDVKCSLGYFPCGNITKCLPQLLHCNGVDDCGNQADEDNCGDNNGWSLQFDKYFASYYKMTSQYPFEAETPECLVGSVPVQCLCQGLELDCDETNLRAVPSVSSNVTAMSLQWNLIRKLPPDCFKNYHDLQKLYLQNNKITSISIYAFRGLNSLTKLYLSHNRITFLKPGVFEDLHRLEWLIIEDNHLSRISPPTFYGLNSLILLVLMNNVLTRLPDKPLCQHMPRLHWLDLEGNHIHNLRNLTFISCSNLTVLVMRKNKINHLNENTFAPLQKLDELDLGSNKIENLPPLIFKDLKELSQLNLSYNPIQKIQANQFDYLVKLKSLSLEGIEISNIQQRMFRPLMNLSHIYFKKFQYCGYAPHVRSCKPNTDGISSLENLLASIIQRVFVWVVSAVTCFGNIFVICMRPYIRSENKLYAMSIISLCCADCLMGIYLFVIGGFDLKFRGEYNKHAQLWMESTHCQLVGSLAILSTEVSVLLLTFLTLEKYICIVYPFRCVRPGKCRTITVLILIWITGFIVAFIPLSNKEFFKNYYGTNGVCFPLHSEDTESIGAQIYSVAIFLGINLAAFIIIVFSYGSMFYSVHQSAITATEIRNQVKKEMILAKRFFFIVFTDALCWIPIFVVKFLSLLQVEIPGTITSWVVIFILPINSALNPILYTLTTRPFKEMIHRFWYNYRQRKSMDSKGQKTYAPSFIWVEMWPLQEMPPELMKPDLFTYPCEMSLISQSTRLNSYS
#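 cAMP rise read by TR-FRET after 30 min, 37C compound exposure (up to 58 uM) in RXFP1-transfected HEK293 cells with Ro 20174 present. EC50 from Hill-equation fits, with 29 nM porcine relaxin as 100% and buffer as basal.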
# D1 ag = Allosteric Agonists of the Human D1 Dopamine Receptor: qHTS | D(1A) dopamine receptor (Homo sapiens), P21728 | HEK293 T-REx D1 cells, calcium flux, agonist mode | activation, % at 2 µM | actives 1% (n = 360,000) | AID 504660, 2011; in the data active means activation above about 30%; further: 0% is about no effect
#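 Tetracycline-induced HEK293 TREx D1 cells, force-coupled to calcium signalling, were dye-loaded with a no-wash calcium kit. Compound was pin-added after a 10 s baseline. Fluorescence was read kinetically at 1 cycle/s for 180 s, with calcium rises flagged as agonism.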
# Vif-APOBEC3F blk = qHTS for Inhibitors of Vif-A3F Interactions: qHTS | HeLa A3F-eYFP + Vif (tagged APOBEC3F with the HIV-1 protein that degrades it), YFP fluorescence increase | Potency, µM (top dose mostly 46.1 µM), for inactives: top-dose activity, negative = active | actives 0.2% (n = 390,000); further: potency means the concentration at half of the fitted maximal effect; % of control where 0% means no effect; nearly all actives have a fitted effect of over 65% in size
#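 HeLa cells stably expressing Vif plus C-terminally eYFP-tagged A3F were seeded, incubated overnight at 37 deg C, dosed with compound, incubated overnight again at 37 deg C. Yellow fluorescence (Ex 488/Em 500-530) reported blocked Vif-mediated A3F-eYFP degradation.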
# D1 antag = Antagonist of Human D 1 Dopamine Receptor: qHTS | activity change, negative = inhibition, % at 10 µM | HEK293 TREx D1 cells, calcium flux, dopamine EC80; hits give low values | D(1A) dopamine receptor (Homo sapiens), P21728 | actives 3.2% (n = 360,000); in the data active means activity change below about -30%; further: on the % scale 0 is the no-effect control and ±100 the full control effect
#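 Kinetic fluorescence of a calcium dye serves as the read-out. D1-expressing Hek293 Trex cells, induced overnight at 30 C, are exposed to compound for 180 s before an EC80 dopamine addition, then read 180 s further.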
# D2 potentiator = HTS Assay for Positive Allosteric Modulators of the Human D2 Dopamine Receptor: Primary Screen for Potentiators; D(2) dopamine receptor (Homo sapiens), P14416; HEK293 T-REx D2, calcium flux, EC20 dopamine potentiation; potentiation, % at 10 µM; actives 0.34% (n = 340,000); AID 485347, 2010;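 active means potentiation over 3 SD above the plate norm, cut at about 30% in these data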; further: 0% is about no effect
#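 Primary screen. Calcium kinetics in induced HEK293 T-REx D2 cells: compound pre-addition 180 s, EC20 dopamine, 180 s more.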
# GRP78 ERSR act = qHTS for Inducers of the Endoplasmic Reticulum Stress Response (ERSR) in Human Glioma: qHTS; actives 0.02% (n = 420,000); Potency, µM, inactives show at the top dose activation, usual class: activators; U87-MG GRP78 promoter luciferase reporter, 16 h; AID 602332, 2012; further: potency means the concentration at half of the fitted maximal effect; series mostly up to about 76 µM; % of control where 0% means no effect; nearly all actives have a fitted effect of over 35% in size
#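 ERSR induction read as luciferase luminescence (Bright-Glo, 10 min at room temperature) in stably transfected human U87-MG glioma cells exposed to compounds for 16 h, using GRP78 as sensor.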
# D1 potentiator = Potentiators of Human D1 Dopamine Receptor: qHTS | D(1A) dopamine receptor (Homo sapiens), P21728 | HEK293 TREx D1 cells, calcium flux, dopamine EC20 potentiation | potentiation, % at 10 µM | actives 0.036% (n = 360,000) | AID 504651, 2011; in the data active means potentiation above about 30%; further: 0% is about no effect
# RXFP1 antagonist = qHTS Assay for Antagonists of the Relaxin Receptor RXFP1; Relaxin receptor 1 (Homo sapiens), Q9HBX9; HEK293-RXFP1, relaxin-stimulated cAMP HTRF, 30 min; hits give low values; activity change, negative = inhibition, % at 57.5 µM; actives 0.59% (n = 350,000); AID 1259400, 2018;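 active means activity change of -60% or lower, but not beyond a set lower limit; inconclusive means change between -60% and -40%, or beyond the set limit; inactive means change above -40%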; further: on the % scale 0 is the no-effect control and ±100 the full control effect
# Active calls of the source: *; ? = inconclusive; nt = not tested or not shown. Unless noted, the call rests on the fitted dose curve; in most records, active means well fitted curve in the direction sought with a large enough effect; inconclusive means small, poorly fitted or top-dose-only effect, or another doubt; inactive means no such curve, though single readings can be large; an effect the other way counts as inactive or inconclusive. Only part of the results is shown. The share of hits here may be higher or lower than overall.
SMILES,Vif-APOBEC3G blk,RXFP1 agonist,D1 ag,Vif-APOBEC3F blk,D1 antag,D2 potentiator,GRP78 ERSR act,D1 potentiator,RXFP1 antagonist
Cc1ccc(NC(=O)C2CCC(CNC(=O)[C@@H]3Cc4ccccc4CN3)CC2)cc1 (some centres not stated),1%,-0.2%,7,11%,0,-12,1%,2,10
CC(C)(C)c1ccc(COC(=O)Nc2ccc(F)cc2)cc1,-3%,-0.4%,4,-3%,-17,6,4%,1,-10
c1ccc2c(c1)[nH]c1c(N3CCN(C4CCCCC4)CC3)ncnc12,3%,0.8%,2,8%,-12,3,-1%,-5,-6
Cc1cc(C(=O)NCCN2CCOCC2)ccc1[N+](=O)[O-],3%,1.0%,2,4%,-1,-7,-2%,-4,-6
Cc1ccc(Cl)cc1NC(=S)N(Cc1ccccc1)Cc1cccnc1,-2%,2.9%,0,-7%,-5,-11,-1%,-2,7
O=C(COc1ccccc1)Nc1ccc(N2CCN(C(=O)c3cccs3)CC2)cc1,1%,-2.5%,10,3%,-11,0,-5%,-2,7
CCOC(=O)Nc1ccc(NS(=O)(=O)c2ccc(C)cc2)cc1,-18%,-0.2%,0,0%,6,-14,-5%,-7,4
Cc1cc(-c2nnc(CCC(=O)NC(C)(C)C34CC5CC(CC(C5)C3)C4)o2)no1,-2%,nt,nt,5%,nt,nt,11%,nt,-4
O=C(c1csc(Nc2cccc3ccccc23)n1)N1CCCC1,-22%,2.3%,3,1%,4,nt,-1%,1,-11
CCCN(Cc1nnc(-c2ccccc2Cl)o1)C(=O)c1cc([N+](=O)[O-])cc([N+](=O)[O-])c1,-7%,12%,5,-6%,1,-4,-3%,1,8
Cc1cc(C)c(NC(=O)C2CC(=O)N(C3CCCC3)C2)c(C)c1 (configuration not stated),0%,nt,nt,-4%,nt,nt,-8%,nt,3
COc1ccc(N(CC(=O)Nc2ccc(S(=O)(=O)N3CCCCC3)cc2)S(C)(=O)=O)cc1OC,-1%,-0.1%,3,-8%,2,2,-3%,5,-4
Cc1nn(C)c(C)c1/C=N/NC(=O)C(C)(C)Oc1ccc(Cl)cc1,-3%,1.9%,0,-1%,-38*,-5,-2%,3,2
Nc1cc(=O)[nH]c(SCC(=O)Nc2ccc(N3CCCCC3)cc2)n1,-1%,nt,nt,3%,nt,nt,-1%,nt,-16
O=C(CSc1nnc(-c2ccc(O)cc2)o1)c1ccc(Br)cc1,-8%,2.2%,39*,3%,30,22,-2%,-2,-21
COc1cc(S(=O)(=O)Nc2cccc(C)c2)ccc1NC(=O)c1ccncc1,-8%,-1.3%,4,-2%,-1,-3,-2%,-5,3
CC(NC(=O)N(Cc1ccccc1)Cc1ccc2c(c1)OCO2)(C(F)(F)F)C(F)(F)F,2%,1.0%,7,-10%,0,2,2%,-1,9
CC(C)N(C(=S)NC1CCCCC1)c1ccccc1,nt,-3.3%,1,nt,3,3,nt,1,nt
COc1cccc(NS(=O)(=O)c2ccc(-c3coc(C)n3)cc2)c1,0%,1.6%,11,1%,-22,20,-2%,-6,6
COC(=O)c1cc(Cn2nc(C(=O)O)c3ccccc3c2=O)oc1C,-2%,3.4%,7,8%,-3,0,-7%,-6,33
Cc1ccc(NS(=O)(=O)c2ccc(Cl)s2)cc1S(=O)(=O)N(C)C,2%,5.7%,10,-2%,1,3,-1%,-7,6
COc1ccc2[nH]c(=O)c(CNc3ccccc3)cc2c1,2%,1.8%,3,-8%,5,-1,?,-2,0
C[C@@H]1CN([C@H](C)CO)C(=O)CCCn2nncc2CO[C@H]1CN(C)S(=O)(=O)c1ccc(Cl)cc1,-5%,nt,nt,-5%,nt,nt,1%,nt,9
O=C(CCCN1C(=O)C2CCCCN2C1=O)N1CCN(c2ccc([N+](=O)[O-])cc2)CC1 (configuration not stated),0%,2.1%,7,-6%,-1,-13,4%,-1,-22
COC(=O)CC#N,-1%,1.8%,7,0%,nt,6,-1%,-4,nt
COc1ccc(CN(C)C(=O)CCN(c2ccccc2)S(=O)(=O)c2ccc(C)cc2)c(OC)c1,0%,2.2%,13,-9%,-13,-2,-3%,-4,-13
Cc1cc(=O)n(CNC(=O)c2ccccc2)c(=S)[nH]1,0%,0.0%,3,-5%,2,0,-3%,-2,13
Cn1c(CC(=O)Nc2ccccc2F)nnc1SCC(=O)Nc1ccccc1Br,1%,-1.6%,0,-8%,3,9,-3%,6,4
CCOC(=O)CCn1cc(F)c(=O)[nH]c1=O,1%,-1.6%,0,4%,1,-7,-2%,-2,-11
CC(C)Nc1nc(-c2ccccn2)nc(-c2ccccc2)c1C#N,1%,7.0%,-1,-18%,4,-3,0%,5,15
CCOc1cc2c3c(c1)C1(Nc4ccccc4S1)C(=O)N3C(C)(C)CC2C (configuration not stated),-2%,-0.6%,0,-15%,9,1,-1%,1,-32
O=C(NC1CC1)C1CCN(C2CCN(C(=O)CC3=CCCCC3)CC2)CC1,-3%,0.4%,4,12%,-10,nt,-4%,-5,8
CC1(C)Cc2ccccc2-c2nnc(-c3ccco3)n21,0%,1.9%,0,0%,0,0,0%,-3,10
O=C(COC(=O)/C=C/c1ccc(OC(F)F)cc1)NC1CCCCC1,0%,1.1%,5,5%,-9,5,-3%,-5,5
CC(=O)Nc1ccc(NC(=O)C2CCCN(c3nnc(-n4cccc4)s3)C2)cc1 (configuration not stated),-2%,0.8%,4,11%,10,6,-1%,-4,-4
CCOC(=O)c1cnn(-c2ccccc2)c1NC(=O)c1ccc(C)cc1,-2%,-0.7%,0,6%,-1,5,-5%,-2,0
COC(=O)c1cn(NC(=O)Cc2ccccc2Br)c(=O)c2ccccc12,-1%,2.8%,3,12%,-19,1,0%,1,-9
COc1ccc(NS(=O)(=O)c2ccc3oc(=O)c4[nH]c(=O)c(=O)n(C)c4c3c2)cc1,2%,2.5%,5,8%,15,18,-2%,1,-1
COc1ccc(Cl)cc1NC(=O)CSc1c2c(nc3ccccc13)CCC2,-1%,4.8%,-2,?,0,1,-4%,3,9
CCN(CCCNC(=O)CSc1cc(=O)n(C)c2cc(Cl)ccc12)c1cccc(C)c1,-1%,-1.1%,0,-6%,-10,8,-7%,3,14
COc1ccccc1NC(=O)N1CCN(c2nnc(C)c3c(C)n(-c4ccccc4)nc23)CC1,-1%,7.7%,4,2%,-2,13,-2%,-2,nt
CSc1ccc(S(=O)(=O)Nc2ccc(S(=O)(=O)Nc3ccc(C)cc3)cc2)cc1,0%,2.4%,14,0%,12,8,-2%,1,14
O=C(COc1ccc(/C=N/NC(=O)c2ccccc2O)cc1)Nc1ccccc1,0%,5.5%,1,-5%,12,2,12%,-3,-4
COc1ccc(OCC2c3cc(OC)c(OC)cc3CCN2C(=O)c2ccc(F)cc2)cc1 (configuration not stated),-3%,4.8%,5,1%,12,nt,-3%,3,nt
COc1ccc(-n2ncc3c2CC(C)(C)CC3NC(=O)CCCN2CCCC2=O)cc1 (configuration not stated),0%,0.6%,3,6%,3,-6,-3%,4,10
COc1cc(/C=C/C(=O)c2ccc3c(c2)OCO3)cc(OC)c1OC,-22%,0.9%,2,-3%,20,18,28µM*,-8,4
CCc1ccccc1NC(=O)C1CCN(S(=O)(=O)c2ccc(N3CCCC3=O)cc2)CC1,-4%,nt,nt,4%,nt,nt,-3%,nt,-2
c1ccc(C2(CNc3ccccn3)CCCC2)cc1,1%,-2.3%,1,0%,2,-10,5%,1,11
COc1ccc(NC(=O)C(C/C=C(/C)Cl)C(C)=O)cc1 (configuration not stated),6%,0.7%,1,4%,3,5,-3%,-2,-2
c1ccc(CCc2cc3ccccc3[nH]2)cc1,-10%,-0.1%,-2,-11%,nt,5,2%,-2,nt
Cc1cccc(-c2nnc(N)s2)c1,1%,3.2%,2,6%,-5,1,5%,0,-1
Cc1ccc2c(c1)-c1c(cnc3cc(-c4ccc(F)cc4)nn13)CO2,-6%,3.0%,-1,-13%,16,12,-2%,-4,nt
CC(=O)Nc1ccc(C(=O)Nc2nc(-c3cccnc3)cs2)cc1,0%,-0.4%,-2,1%,-16,6,-3%,-4,-9
COc1ccc(-c2nnc3ccc(SCC(=O)N4CCCCC4)nn23)cc1OC,4%,8.7%,1,-5%,8,-3,-4%,-3,nt
COc1ccc2c(c1)O[C@H](c1ccc3c(c1)OCO3)[C@@H](OC(=O)Nc1cc(OC)c(OC)c(OC)c1)C2=O,nt,0.5%,-2,nt,-3,nt,nt,3,nt
CCOc1ccccc1CNC(=O)CSc1n[nH]c(-c2ccccc2)n1,0%,2.0%,-1,8%,-3,-9,-2%,0,-21
Cc1ccc(C(=O)/C=C2\NCC(C)NC2=O)cc1 (configuration not stated),2%,4.6%,1,8%,19,5,-16%,-10,2

# Exported with values under each structure: entries from further up
# The line under a structure holds: Vif-APOBEC3G blk, RXFP1 agonist, D1 ag, Vif-APOBEC3F blk, D1 antag, D2 potentiator, GRP78 ERSR act, D1 potentiator, RXFP1 antagonist
- Cc1ccc2c(c1)-c1c(cnc3cc(-c4ccc(F)cc4)nn13)CO2
  -6%, 3.0%, -1, -13%, 16, 12, -2%, -4, nt
- CC(=O)Nc1ccc(C(=O)Nc2nc(-c3cccnc3)cs2)cc1
  0%, -0.4%, -2, 1%, -16, 6, -3%, -4, -9

# Compound activity (PubChem)
